# NPR1 activator: GC-A (human) enzyme activation | activation, % at 10 µM | P16066 | HEK293 GC-A cells, cGMP TR-FRET, EC30 ANP; 0% at EC30 ANP, 100% saturating ANP | 370,000 tested, 0.14% active; in the data active = activation above about 40%
# FXN GAA850 act: frataxin GAA850 promoter activation. HEK293 lucGAA850 FXN promoter luciferase reporter, 24 h; percent of 10 µM SAHA response. 360,000 tested, 0.56% active. activation, % at 6 µM. AID 540364;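 active = activation above the average of all compounds screened plus 3 SD, cutoff fixed separately per campaign, cut at about 7.5% in these data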;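 note: 0% = DMSO wells and 100% = 10 µM SAHA wells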
# ASAP1 GAP inh: blocks human ASAP1-stimulated Arf1 GTP hydrolysis | 360,000 tested, 0.19% active | GDP FP detection | inhibition, % at 16.5 µM | Q9ULH1; in the data active = inhibition above about 25%;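 note: 0% = vehicle with enzyme and substrate and 100% = no enzyme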
# rCAG binder: r(CAG) repeat RNA binding | TO-PRO-1 dye displacement fluorescence | inhibition, % at 3 µM | 370,000 tested, 1.3% active | AID 651821;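 active = inhibition above the plate cutoff, the mean of all test compounds on that plate plus 3 SD, cut at about 35% in these data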;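 note: 0% = DMSO alone and 100% = 100 µM mitoxantrone as full dye displacement; higher means more dye released from RNA so lower well fluorescence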
# Tn6 DDE FP: DD(E)-Tn6 binding inhibition, primary FP screen; Fibrin DD(E) TRITC-Tn6 fluorescence polarization displacement; inhibition, % at 8.3 µM; 370,000 tested, 0.21% active; AID 720509;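 active = inhibition above a per-campaign cutoff: mean of compounds within control limits plus 3 SD, cut at about 15% in these data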;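 note: 0% = median of all compound wells on the plate and 100% = blocking peptide control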
# Target sequence (P02675 whole entry, looked up): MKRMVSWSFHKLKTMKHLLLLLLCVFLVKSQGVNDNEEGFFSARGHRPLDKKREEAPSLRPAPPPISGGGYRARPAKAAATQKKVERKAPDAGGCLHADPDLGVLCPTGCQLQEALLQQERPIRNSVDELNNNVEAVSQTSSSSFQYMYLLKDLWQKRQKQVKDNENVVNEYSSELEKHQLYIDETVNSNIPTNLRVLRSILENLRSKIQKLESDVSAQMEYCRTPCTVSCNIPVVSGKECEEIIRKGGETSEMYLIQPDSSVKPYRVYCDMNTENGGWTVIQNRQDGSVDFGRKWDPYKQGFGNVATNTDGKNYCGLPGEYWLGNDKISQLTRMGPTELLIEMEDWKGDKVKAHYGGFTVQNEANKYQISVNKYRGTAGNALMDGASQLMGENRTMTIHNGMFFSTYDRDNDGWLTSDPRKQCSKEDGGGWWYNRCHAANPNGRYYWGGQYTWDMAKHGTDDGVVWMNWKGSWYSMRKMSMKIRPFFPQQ
# sPLA2-III inh: Inhibits HGIII-sPLA2 liposome hydrolysis, primary screen; QFRET BODIPY PC-A2 liposome hydrolysis, fluorescence; inhibition, % at 12.2 µM; 370,000 tested, 0.56% active;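 active = inhibition above mean plus 3 SD of compounds lying within the high and low control bounds, cut at about 19% in these data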;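 note: 0% = median of test compound wells and 100% = no enzyme DMSO wells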
# Target sequence (Q9NZ20 whole entry, looked up): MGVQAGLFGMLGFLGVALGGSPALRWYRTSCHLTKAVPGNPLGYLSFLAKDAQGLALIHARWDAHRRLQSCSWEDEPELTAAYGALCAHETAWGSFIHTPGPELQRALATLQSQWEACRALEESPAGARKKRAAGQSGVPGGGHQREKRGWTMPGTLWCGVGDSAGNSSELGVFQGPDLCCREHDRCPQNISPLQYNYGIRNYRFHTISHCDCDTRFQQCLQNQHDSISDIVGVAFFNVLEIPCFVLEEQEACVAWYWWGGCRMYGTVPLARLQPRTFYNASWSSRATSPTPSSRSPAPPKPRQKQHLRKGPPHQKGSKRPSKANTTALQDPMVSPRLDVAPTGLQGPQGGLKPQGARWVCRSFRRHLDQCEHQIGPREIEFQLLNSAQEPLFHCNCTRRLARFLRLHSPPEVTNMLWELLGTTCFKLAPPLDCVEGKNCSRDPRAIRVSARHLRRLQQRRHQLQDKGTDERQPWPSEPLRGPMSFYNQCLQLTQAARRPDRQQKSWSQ
# ARFGAP1 inh: inhibitors of rat ARFGAP1. AID 651572. Q62848. inhibition, % at 16.5 µM. Arfgap1-stimulated ARF1 GTP hydrolysis, GDP FP detection. 360,000 tested, 0.26% active;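 active = inhibition above a per-plate limit, mean inhibition of low control wells plus 3 SD, cut at about 25% in these data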;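 note: 0% = DMSO wells with enzyme and 100% = wells lacking Arfgap1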
#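 Repeats: one replicate per compound; assay system: rat Arfgap1 catalytic domain, aa 1-136; times: enzyme reaction 120 min at 25 °C after 20 min preincubation; detection: FP of antibody-bound GDP Alexa 633 tracer, ex 620/em 688 nm; benchmarks: high control wells lacking Arfgap1, low control full reaction with DMSO; reagent: human ARF1(Δ1-17)-GTP substrate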
# ADAM10 inh: ADAM10 inhibition, QFRET primary screen; recombinant ADAM10, EDANS/DABCYL FRET peptide cleavage, 3 h; inhibition, % at 7 µM; 370,000 tested, 0.62% active; AID 720582;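 active = inhibition above a per-campaign cutoff equal to the mean of compounds falling between control-based bounds plus 3 SD, cut at about 20% in these data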;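 note: 0% = DMSO wells while the 100% control is not disclosed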
# proKLK7 act: proKLK7 (human) activation, primary screen. P49862. purified proKLK7, EDANS-DABCYL substrate fluorescence; 100% is mature enzyme control, 0% vehicle. activation, % at 7 µM. 370,000 tested, 0.9% active. AID 652039;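 active = activation above the mean of all tested compounds plus 3 SD, computed per campaign excluding outliers beyond control limits, cut at about 13% in these data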
# NPR2 activator: GC-B (human) receptor activation; P20594; HEK293-GC-B cells, CNP EC30, cGMP TR-FRET; 0% at EC30 CNP, 100% saturating CNP; activation, % at 10 µM; 370,000 tested, 0.11% active;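 active = activation at 10 µM reaching about 35% in either raw or pattern-adjusted values, limit read from the data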
# Numbers without * were called inactive; i = inactive; · = no result given; & = joins results of further samples.
SMILES,NPR1 activator,FXN GAA850 act,ASAP1 GAP inh,rCAG binder,Tn6 DDE FP,sPLA2-III inh,ARFGAP1 inh,ADAM10 inh,proKLK7 act,NPR2 activator
c1cnc2ccc(C(c3nnnn3C3CCCCC3)N3CCN4CCCC4C3)cc2c1 (stereo not given),3,-0.6,-6,1,4,-2,5,3,0.5,-1
Cc1cccc2cc(CN(Cc3cccs3)Cc3nnnn3Cc3ccccc3)c(=O)[nH]c12,-13,-0.3,3,2,-9,9,3,7,-0.4,-4
CNc1nc(Cl)c(SC)c(NCc2cccc(OC)c2)n1,-6,6.5,11,5,17*,-6,3,4,-0.2,0
COCCNC(=O)/C(C#N)=C/c1ccc(-c2ccc(S(=O)(=O)N3CCOCC3)cc2)o1,-1,0.9,0,6,-8,-11,6,-34,2.2,-3
Cc1cc(Br)ccc1NC(=O)c1cnc(N2CCN(c3ccccn3)CC2)c2ccccc12,2,-6.5,2,1,3,0,16,-2,-0.3,1
Cc1ccc(C2=NCCn3nc4cc(C(F)(F)F)ccc4c32)cc1,-1,4.1,-7,2,5,4,0,-13,-0.4,3
COc1ccc(/C=C2\SC(=O)N(CCC(=O)Nc3ccccc3)C2=O)cc1OC,-182,1.3,-4,2,7,4,7,-6,-0.5,-24
CC(=O)Nc1cccc(C(=O)OC(C(=O)c2ccc(C)c(C)c2)c2ccccc2)c1 (stereo not given),-7,-0.4,1,14,-1,-3,-4,12,-0.4,3
c1ccc(-c2c[nH]c3cccc(-c4cc5ccccc5o4)c23)cc1,-6,·,·,9,3,-21,·,i,-39,2
O=S(=O)(Nc1ccc(O)c(Sc2nc3ccccc3s2)c1)c1ccc(F)cc1,3,0.7,16,26,-1,-37,16,19,-0.1,5
COCCN1C(=O)c2ccccc2C1c1nc2ccccc2[nH]1 (stereo not given),-5,·,-9,1,5,12,-2,-13,-0.2,4
CC(=O)c1ccc(N2CCN(C(=O)c3cc(-c4ccc5c(c4)OCO5)nc4ccccc34)CC2)cc1,1,-1.4,-13,7,0,-6,-6,-24,-19,7
CCc1cccc(CC)c1NC(=O)COn1nnc2ccc(C(F)(F)F)cc21,-8,1.4,6,-9,0,4,-2,-6,0.0,-8
CCNC(=S)NNC(=O)CCn1c2ccccc2c2ccccc21,-6,-1.7,-3,5,1,-1,0,13,-0.7,-4
Nc1n[nH]c(-c2ccccc2)n1,-2,3.2,5,-1,3,-4,6,-3,0.1,-3
O=C1C2C3C=CC(O3)C2C(=O)N1CC(O)c1ccccc1 (stereo not given),5,-1.0,11,1,4,4,-9,1,-0.4,2
CCOC(=O)NC1c2ccccc2Oc2ccccc21,-4,1.6,8,-1,2,9,3,0,-0.1,0
CCN(CC(=O)Nc1ccc(C)c(S(=O)(=O)N2CCOCC2)c1)Cc1ccccc1,-2,-0.6,-13,-5,-4,-11,-8,5,-0.4,-2
CCOc1ccccc1N1CCN(C2=C(NS(=O)(=O)c3cccs3)C(=O)c3ccccc3C2=O)CC1,-4,-1.0,-4,9,3,13,3,2,1.2,-5
CCC(C)NC(=O)CNC(=S)N(Cc1ccccc1F)C1CCCCC1 (stereo not given),-4,-0.3,-17,-9,3,7,-1,8,0.5,-6
O=C(O)c1cc([N+](=O)[O-])ccc1C(=O)Nc1ccccc1,-2,3.9,6,3,2,9,11,0,-0.1,3
Cc1ccc(N(C(=O)CCC(=O)Nc2nccs2)C(C(=O)NC(C)(C)C)c2ccc(O)cc2)cc1 (stereo not given),2,-0.7,0,-5,2,-14,-3,2,0.1,0
CCCCSc1nc2c(c(=O)n1CC)SC(C)C2 (stereo not given),-2,-1.4,-9,2,-2,5,4,1,-0.6,3
O=C(Cc1c[nH]c2ccccc12)Nc1nnc(C2CC2)s1,2,-4.1,6,1,3,-24,5,6,0.1,6
CC(OC(=O)COc1ccc(C#N)cc1)C(=O)c1ccccc1 (stereo not given),-3,1.1,-8,0,-1,11,-21,-7,0.1,-3
# Carrying on.
SMILES,NPR1 activator,FXN GAA850 act,ASAP1 GAP inh,rCAG binder,Tn6 DDE FP,sPLA2-III inh,ARFGAP1 inh,ADAM10 inh,proKLK7 act,NPR2 activator
O=C(N1CCOCC1)N1CCN(S(=O)(=O)c2ccc(Cl)cc2)C1,3,-0.7,-15,-1,-1,2,7,0,0.0,4
O=S(=O)(c1ccc2nc(Nc3ccccc3)ccc2c1)N1CCCCC1,7,2.8,10,13,-14,-17,14,-158,-1.2,2
CC1(Cc2cc(Cl)ccc2C(F)(F)F)C(=O)Nc2cc(-c3ccccc3Cl)ccc21 (stereo not given),0,-1.8,-6,4,12,-8,-6,-4,-0.2,0
CC(=O)NCCC(=O)N1CCCC(CNC(=O)c2ccc(-c3ccccc3)cc2)C1 (stereo not given),4,-1.6,6,-1,7,6,2,-11,-0.1,0
Nc1nnn(CC(=O)N/N=C/c2cn[nH]c2-c2ccccc2)n1,-3,-0.6,-4,5,-8,8,2,6,-0.2,4
CN1CCN(NC(=O)c2ccccc2F)CC1,4,-1.6,5,0,1,4,-1,-4,0.4,8
C=CCN(Cc1cc(OC)ccc1OC)C(=O)c1cc2ccc(OC)cc2[nH]1,0,-1.4,-11,4,2,-6,-4,5,0.5,-5
COc1ccc(N2CCN(c3n[nH]c(N)n3)CC2)cc1,-1,-1.5,-8,2,5,2,-23,-1,-0.8,5
C/C(=N\NC(=O)c1ccc(CSc2nc(C)cc(C)n2)cc1)C1CCCCC1,-1,0.2,3,2,1,-11,-4,2,-1.2,-7
COc1ccc(N2CCN(C(CNC(=O)C(=O)NCCC3=CCCCC3)c3ccco3)CC2)cc1 (stereo not given),-1,-2.3,-5,0,-1,3,23,8,-0.2,4
CN(C)CCNc1ncnc2c1cnn2-c1ccc(Cl)cc1,21,1.7,7,1,-6,18,4,-16,-0.6,-6
O=C(NC1CCSc2ccccc21)c1ccc(F)c(S(=O)(=O)N2CCOCC2)c1 (stereo not given),0,-1.0,5,3,-11,0,-1,-7,-0.2,4
CC(C)NC(=O)CCCN1C(=O)c2ccccc2Sc2ncccc21,-2,0.4,5,0,-2,5,-1,0,0.2,-4
CCOC(=O)c1nnn(-c2nonc2N)c1-c1ccc(Br)cc1,-25,3.2,-11,-1,10,-20,4,3,-0.6,-14
O=C(CSc1nnc(-c2ccncc2)o1)NCc1ccc(Cl)cc1,-2,1.6,-3,-1,-4,7,3,-4,-0.7,-4
COC(=O)c1sc(C(F)(F)F)c(-c2ccccc2)c1S(=O)(=O)N(C)C,0,·,-3,-5,10,15,-2,3,0.5,-3
CC1(O)C(c2ccccc2)=Nc2ccccc21 (stereo not given),6,2.9,-5,0,-3,-3,-3,-16,-0.1,1
COc1ccc(N=C(N(C)C)P(=O)(N(C)C)N(C)C)cc1,2&3,-0.3&1.0,-9&-5,1&-1,-2&9,-2&-1,-1&-1,-4&-5,-0.2&1.0,1&0
CC1(C)CC(=O)C(C=NCC2CCCO2)=C(O)C1 (stereo not given),3,-0.9,1,2,-6,6,-5,-12,-0.4,1
O=C(NC(=S)Nc1cccnc1)c1cccs1,-2,1.1,1,-1,7,7,0,-5,-0.1,2
COc1ccc(CN(CC(=O)NCCc2ccccc2)C(=O)CCC(=O)Nc2cc(C)ccn2)cc1,-1,3.0,5,-7,-10,-7,3,-2,0.6,-1
CC(=O)C1=C(O)C(=O)N(c2ccc(F)cc2)C1c1ccc(C)cc1 (stereo not given),6,1.5,-5,-2,-6,0,9,-11,-0.3,-4
O=C(Nc1cnccn1)C1c2ccccc2Oc2ccccc21,-8,-2.8,1,-1,-11,0,-6,11,-0.8,-2
CCOC(=O)N1CCN(CCC(=O)Nc2ccc(OC(F)(F)F)cc2)CC1,2,0.1,4,-6,3,1,-7,-3,-0.3,2
O=C(O)c1ccc(CNC(=O)c2ccccc2NC(=O)c2ccc([N+](=O)[O-])cc2)cc1,-3,0.9,4,7,2,-4,4,-4,0.8,0
# Additional compounds.
SMILES,NPR1 activator,FXN GAA850 act,ASAP1 GAP inh,rCAG binder,Tn6 DDE FP,sPLA2-III inh,ARFGAP1 inh,ADAM10 inh,proKLK7 act,NPR2 activator
C=CCn1c(SCC(=O)NCCC2=CCCCC2)nc2ccc(Cl)cc2c1=O,-21,0.7,-16,-1,-5,5,-4,-5,0.2,-17
O=c1c2[nH]c3ccccc3c2ncn1Cc1cccnc1,7,1.5,2,1,-9,1,1,-13,0.0,-3
COc1ccc(NC(=O)c2ccc(-c3ccccc3)cc2)cc1S(=O)(=O)N1CCOCC1,4,0.0,-5,7,-1,-1,12,-7,-1.3,-1
CCc1cc2c(NCCN3CCCCC3)ncnc2s1,-5,-0.9,4,2,5,6,3,-24,0.6,0
O=S(=O)(NCc1ccco1)c1ccc(Cl)nc1,1,-0.3,3,1,4,-1,-11,-1,-0.3,2
COc1ccc(NC(=O)C2(c3cccs3)CCOCC2)cc1,0,1.2,-27,-3,5,-4,7,-2,0.3,4
C=CCN(C(=O)c1csnn1)C(C(=O)NCc1ccc(F)cc1)c1ccccc1F (stereo not given),-2,0.8,-1,1,-5,-1,8,0,0.5,-2
Cc1onc(-c2ccccc2Cl)c1C(N)=O,5,-0.1,-4,-2,-6,9,8,-8,-0.6,5
CC(C)C[C@H](NC1(C(=O)NCCc2c[nH]c3ccccc23)CCN(C)CC1)C(=O)NCCCc1ccccc1,-1,·,·,·,5,-52,·,-3,·,-4
O=C(COC(=O)c1ccc([N+](=O)[O-])cc1)Nc1cccnc1Cl,1,1.0,2,0,-5,-1,3,-6,-0.1,4
Cc1ccc(C)c(OCc2nc3ccc(S(=O)(=O)Nc4c(C)n(C)n(-c5ccccc5)c4=O)cc3[nH]2)c1,2,0.8,-17,-2,-5,-18,-3,5,0.3,3
C=CCn1c(COc2ccc(Cl)cc2)nnc1SCC(=O)Nc1ccc(S(N)(=O)=O)cc1,-9,-0.9,11,9,-9,-33,6,6,1.0,-4
CCOC(=O)N1CCC(NC(=O)CC2C(=O)NCCN2Cc2ccccc2)CC1 (stereo not given),1,-2.7,12,-2,-4,7,-8,-22,0.3,3
CC1=CCC(Cc2nc3ccccc3o2)C1(C)C (stereo not given),3,-1.1,-8,-1,-1,-6,-3,3,0.3,2
CC(C)C(=O)Nc1ccc(C(=O)NNC(=O)NC2CCCCC2)cc1,6,-0.3,10,-3,8,2,8,-1,-0.6,6
CCOc1ccc(CCNC(=O)CN2C(=O)CCSc3ccccc32)cc1OCC,-1,-0.1,-9,-10,-5,2,-4,-9,0.6,5
N#CC1=C(N)Oc2cc(O)ccc2C1c1cccnc1 (stereo not given),1,-1.1,22,0,-1,3,-4,-17,0.1,3
CCOC(=O)C1CCN(C(=O)c2ccc3nc(-c4ccc(OC)cc4)c(-c4ccc(OC)cc4)nc3c2)CC1,5,0.9,7,4,-9,-11,-5,-123,-21,4

# Pulled one by one from the entries so far (two):
SMILES,NPR1 activator,FXN GAA850 act,ASAP1 GAP inh,rCAG binder,Tn6 DDE FP,sPLA2-III inh,ARFGAP1 inh,ADAM10 inh,proKLK7 act,NPR2 activator
CC1=CCC(Cc2nc3ccccc3o2)C1(C)C (stereo not given),3,-1.1,-8,-1,-1,-6,-3,3,0.3,2
C=CCn1c(SCC(=O)NCCC2=CCCCC2)nc2ccc(Cl)cc2c1=O,-21,0.7,-16,-1,-5,5,-4,-5,0.2,-17

# Screening results as filed in PubChem.
